# FXIa mix inh: blocks human factor XIa in pooled compound mixtures; P03951; purified FXIa, fluorogenic substrate; inhibition, % at 5 µM; actives 0.19% (n = 62,000);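 also: each value is inhibition by a whole ten-compound pool holding the compound; 0% = enzyme with no mixture and 100% = wells lacking enzyme; strong numbers were not always called active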
# FXIIa mix inh: factor XIIa (human) inhibition, mixture screen. P00748. purified FXIIa, fluorogenic substrate, pooled mixtures. inhibition, % at 5 µM. actives 0.2% (n = 62,000). AID 684;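 also: 0% = enzyme without compound and 100% = no enzyme blank; some results filed as inactive read as strong as hits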
# DUSP1 inh: human dual specificity phosphatase 1 inhibition. P28562. recombinant MKP-1, OMFP hydrolysis fluorescence. inhibition, %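 (compounds tested at a single concentration somewhere between 10 and 100 µM)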. actives 0.15% (n = 65,000). AID 374;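 active = inhibition above about 50%, limit read from the data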;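 also: 0% = DMSO max control wells and 100% = wells with enzyme stopped by NaOH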
# Hsp90 block: displaces geldanamycin probe from tumor Hsp90; NCI-N417 lysate Hsp90, Cy3B-geldanamycin FP displacement; inhibition, % at 30 µM; actives 0.35% (n = 64,000);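 active = inhibition above 50%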;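 also: 0% = tracer plus lysate wells and 100% = tracer alone without lysate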
# CatL block: inhibitors of human cathepsin L. inhibition, %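 (tested at 10 µM)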. actives 0.17% (n = 58,000). P07711. AID 460. purified cathepsin L, fluorogenic substrate, fluorescence; in the data active = inhibition above about 45%;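 also: 0% = enzyme with no compound and 100% = no enzyme blank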
# Cathepsin G inh: blocks human cathepsin G enzyme activity. inhibition, % at 5 µM (by protocol). actives 0.2% (n = 62,000). P08311. AID 581. purified enzyme, AMC-tetrapeptide fluorescence, pooled mixtures;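 active = inhibition above 20% in each of the two mixture wells holding the compound; inactive = inhibition of 20% or less in either well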;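 also: 0% = enzyme control without mixture and 100% = blank lacking enzyme; strong numbers were not always called active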
# 5HT1a ag: 5-HT1a (human) receptor agonism | P08908 | CHO 5-HT1a Ga15 NFAT-bla reporter, FRET ratio; 0% basal, 100% maximal reference agonist | activation, % at 10 µM | actives 0.56% (n = 65,000) | AID 567;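 active = activation above the screen-wide mean activation plus 3 SD, cut at about 19% in these data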;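 also: 0% = DMSO wells and 100% = 5-CT at EC100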
# Target sequence (P08908 whole entry, looked up): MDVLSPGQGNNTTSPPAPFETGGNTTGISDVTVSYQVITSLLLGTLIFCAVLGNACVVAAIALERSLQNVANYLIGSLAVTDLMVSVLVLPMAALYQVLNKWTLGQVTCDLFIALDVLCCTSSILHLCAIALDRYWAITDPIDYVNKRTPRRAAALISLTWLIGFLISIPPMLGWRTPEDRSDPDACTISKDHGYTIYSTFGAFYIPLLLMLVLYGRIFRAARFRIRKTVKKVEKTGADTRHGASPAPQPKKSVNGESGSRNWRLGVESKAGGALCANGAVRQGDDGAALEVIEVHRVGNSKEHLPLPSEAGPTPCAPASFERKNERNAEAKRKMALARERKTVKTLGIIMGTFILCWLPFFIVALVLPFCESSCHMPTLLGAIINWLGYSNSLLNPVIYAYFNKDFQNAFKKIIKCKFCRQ
# Cdc25B block: human M-phase inducer phosphatase 2 inhibition. recombinant Cdc25B, OMFP fluorescence Ex485/Em525. inhibition, %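 (compounds tested at 10 µM final in the well)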. actives 0.1% (n = 65,000). AID 368; in the data active = inhibition above about 50%
# C1s inh: human complement C1s inhibition. P09871. actives 0.16% (n = 62,000). purified C1s, fluorogenic AMC substrate, pooled mixtures. mean inhibition % of two 10-compound mixtures (hits give high values), % at 5 µM (by protocol). AID 538;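 active = inhibition above 20% in each of the two 10-compound mixture wells holding the compound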;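 also: 0% = enzyme wells lacking compound mixture and 100% = no-enzyme blank wells; some compounds called inactive have numbers as strong as hits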
# Target sequence (P09871 16-437 limits assumed): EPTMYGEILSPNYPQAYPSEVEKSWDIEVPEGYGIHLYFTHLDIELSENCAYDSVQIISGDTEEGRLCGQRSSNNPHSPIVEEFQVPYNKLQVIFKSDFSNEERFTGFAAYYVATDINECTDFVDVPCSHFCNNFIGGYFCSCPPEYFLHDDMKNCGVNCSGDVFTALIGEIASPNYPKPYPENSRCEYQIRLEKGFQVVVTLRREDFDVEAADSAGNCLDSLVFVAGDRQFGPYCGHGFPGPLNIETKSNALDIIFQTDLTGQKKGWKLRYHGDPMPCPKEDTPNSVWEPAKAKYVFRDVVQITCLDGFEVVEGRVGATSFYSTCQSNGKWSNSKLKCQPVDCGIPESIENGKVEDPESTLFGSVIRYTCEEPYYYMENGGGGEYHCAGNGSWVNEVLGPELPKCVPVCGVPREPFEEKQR
# Target sequence (P09871 438-688 limits assumed): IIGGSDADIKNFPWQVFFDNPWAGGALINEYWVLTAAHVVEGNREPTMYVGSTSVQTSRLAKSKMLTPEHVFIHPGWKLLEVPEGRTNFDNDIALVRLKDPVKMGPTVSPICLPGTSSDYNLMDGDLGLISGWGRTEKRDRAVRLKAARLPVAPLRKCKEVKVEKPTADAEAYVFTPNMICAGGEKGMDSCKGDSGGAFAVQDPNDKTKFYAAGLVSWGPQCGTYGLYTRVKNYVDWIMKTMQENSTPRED
# * = called active by the depositor; x = no result given. Rule as the data show it, unless noted: active = inhibition above about 20% (passing the limit was not always enough); inactive = the rest. Rows were taken by chance; 1.6% or so of the library scored in one or more.
SMILES,FXIa mix inh,FXIIa mix inh,DUSP1 inh,Hsp90 block,CatL block,Cathepsin G inh,5HT1a ag,Cdc25B block,C1s inh
COc1ccc(-n2nc(C(=O)Nc3ccc4c(c3)OCO4)c3ccccc3c2=O)c(OC)c1,2,4,21,3,1,9,-4.8,4,3
Cc1ccc(-c2nnn(CC(=O)N3CCCCC3)n2)c(-n2cnnn2)c1,4,2,6,-2,5,5,0.4,-9,-24
C/C(=N\O)C(=O)C(CN1CCCCC1)CN1CCCCC1,-5,3,-2,-2,1,-32,-1.6,-6,-7
Cc1noc(C)c1COC(=O)c1cc(F)c(F)cc1Cl,3,7,-6,-1,0,8,-2.1,-22,8
O=C(c1cnn2cccnc12)N1CCN(Cc2ccc3c(c2)OCO3)CC1,5,3,37,2,9,7,-5.8,-5,15
CC(=O)Nc1nc(-c2ccccc2)nc(-c2ccccc2OC(C)=O)n1,9,5,-1,15,9,12,-3.1,-3,19
CN(C)c1ccc(C2N(c3ccc(F)cc3)C(=O)C3CCCN32)cc1 (configuration not stated),0,9,-5,-9,0,-12,-1.7,-7,-37
COC(=O)c1[nH]c2ccccc2c1NC(=O)CNC1CCCCC1,0,-20,3,-7,-3,-5,-1.8,-4,-11
C=CCN1C(=O)C2C(C(=O)NC3CCCCC3)C3C=CC2(O3)C1C(=O)NC1CCCC1 (configuration not stated),0,-6,17,2,-19,-7,-1.0,-1,-49
CC(C)OCCCNC(=O)CCc1nc(-c2ccccc2)no1,1,2,-11,-2,20,12,0.1,0,2
Cc1ccc2cc(C(c3nnnn3C(C)(C)C)N3CCCCCC3)c(=O)[nH]c2c1 (configuration not stated),2,5,-15,-3,7,-3,-2.2,0,-9
Cc1cc(C)n(-c2cccc(Cl)c2)c(=O)c1C#N,9,13,9,-1,10,2,-0.7,-6,2
CN(C)CCCNC(=O)c1ccc(CN(c2ccccc2)S(C)(=O)=O)cc1,2,5,9,-1,-3,6,-1.1,-2,3
CN(C)CCOc1nc(-c2ccccc2)nc2c1oc1ccccc12,3,3,-2,-3,9,-2,-2.2,-21,-22
O=C1CCC(=O)N1c1ccc(CSc2nc3ccccc3[nH]2)cc1,3,-16,0,0,-10,10,1.2,-1,4
CC(=O)N1CCc2cc(S(=O)(=O)NC(C(=O)NC3CCCc4ccccc43)C(C)C)ccc21 (configuration not stated),-1,-2,-8,0,3,4,-4.1,19,2
FC(F)C(F)(F)C1=CC(c2cccs2)=NCCN1,8,0,5,-20,3,11,-0.7,-1,13
O=C(CSc1ccccn1)N1CCN(c2ccccc2)CC1,4,2,-4,-5,2,12,-1.6,-1,18
O=C(CC1CCCCC1)N1CCN(c2ccccn2)CC1,8,1,0,-6,3,8,-0.1,-1,14
O=C(Cn1cnc2ccccc21)OCC(=O)N1CCc2ccccc2C1,14,6,6,2,3,0,-1.2,4,0
c1ccc(-c2nc3nc4ccccc4nc3n2Cc2ccco2)cc1,7,3,-4,-8,-15,1,-3.4,-4,0
CCN(CC)S(=O)(=O)c1ccc(NC(=O)COC(=O)c2ccc(Br)o2)cc1,0,4,-1,-1,9,-1,0.7,-4,-5
CCN(CC)S(=O)(=O)c1ccc(C(=O)NCc2n[nH]c(=S)n2Cc2ccccc2)cc1,9,1,-5,0,8,1,-2.8,-3,-10
CCOC(=O)c1c(N)sc(C(O)(C(F)(F)F)C(F)(F)F)c1-c1ccc(OC)cc1OC,-9,7,4,-6,4,-7,-0.3,3,-41
CCOc1ccccc1-c1nnc(SCC(=O)NC2CC3CCC2C3)n1CC (configuration not stated),6,-14,9,1,0,1,-4.8,-5,1

# The final 2 records of the part before are carried over, then new ones follow.
SMILES,FXIa mix inh,FXIIa mix inh,DUSP1 inh,Hsp90 block,CatL block,Cathepsin G inh,5HT1a ag,Cdc25B block,C1s inh
CCOC(=O)c1c(N)sc(C(O)(C(F)(F)F)C(F)(F)F)c1-c1ccc(OC)cc1OC,-9,7,4,-6,4,-7,-0.3,3,-41
CCOc1ccccc1-c1nnc(SCC(=O)NC2CC3CCC2C3)n1CC (configuration not stated),6,-14,9,1,0,1,-4.8,-5,1
Cc1cc2oc(=O)cc(C)c2c(=O)o1,-1,2,-7,-4,2,-17,-0.4,6,-15
Cc1cccc(CCN(Cc2cc3cccc(C)c3[nH]c2=O)C(=O)N2CCOCC2)c1,3,0,19,1,13,-1,2.8,-15,31
Cn1c(=O)c2c(ncn2CC(N)=O)n(C)c1=O,8,-4,1,2,15,8,-1.4,-1,12
Cn1nnc(NC(=O)c2ccccc2F)n1,2,11,8,-1,-2,-5,-3.4,0,-29
COc1ccc(C(CNC(=O)Cn2[nH]c(=O)c3ccccc3c2=O)N2CCCC2)cc1 (configuration not stated),5,7,0,-1,4,11,-4.3,-4,13
O=C(c1ccco1)N1CCN(c2ncnc3c2[nH]c2ccc(Br)cc23)CC1,9,1,8,-3,21,8,1.6,-3,11
CCS(=O)(=O)n1nc(-c2ccccc2)nc1SCc1ccccc1,-12,6,1,-3,8,3,-1.2,2,-71
CC1(C)Cc2c(sc3nn[nH]c(=O)c23)CO1,0,12,-21,-13,-8,7,1.1,-2,5
CCOC(=O)CSc1nnc(-c2ccccc2NC(=O)c2ccccc2)o1,7,5,4,1,14,-6,-1.8,-3,-9
CC(C)(C)c1ccc(S(=O)(=O)N2CCCC2C(=O)NC2=NCCS2)cc1 (configuration not stated),3,-1,-4,-4,15,15,-1.1,-15,6
CCCC(=O)CN1C(=O)C2(OCCO2)c2ccccc21,25,11,4,0,1,0,-1.1,-1,3
COc1ccccc1C(=O)NCCC(=O)N1CC(=O)Nc2ccccc21,-6,5,20,-3,4,5,-1.8,7,-16
O=C(COc1c(F)c(F)c(C(F)(F)F)c(F)c1F)Nc1ccc(N2CCOCC2)c(Cl)c1,11,8,9,2,-7,1,-0.7,-5,0
O=C(CSc1nnc(C2CC2)n1Cc1ccccc1)c1cc2ccccc2o1,4,1,20,-34,5,11,-3.1,2,8
O=C(Nc1ccc(Br)c2cccnc12)c1ccc(Cn2cc(Cl)cn2)o1,1,4,8,-14,39,-5,-0.2,-1,-2
COc1ccc(S(=O)(=O)N(CCc2ccccc2)CC(=O)N2CCOCC2)cc1,6,8,11,x,x,-1,-1.2,-3,3
CC(NC(=O)Cc1ccccc1)c1nc2ccccc2[nH]1 (configuration not stated),11,-4,0,-2,3,11,-2.0,-1,11
COC(=O)c1cc(S(=O)(=O)n2nc(C)cc2C)c(Cl)cc1Cl,9,-16,6,-1,8,6,-0.5,1,1
O=P(O)(CP(=O)(c1ccccc1)c1ccccc1)c1ccccc1,5,12,-6,0,7,7,-2.0,-1,-1
COc1ccc2nc(SCC(=O)NC(C)C)[nH]c2c1,0,-3,5,-5,0,-21,1.4,-3,-8
COc1cc(NS(=O)(=O)c2ccc(F)cc2)c(OC)cc1NC(=O)C1CC1,2,3,13,x,-10,1,1.8,-9,8
N#Cc1nc(-c2ccc(OCc3ccccc3)cc2)oc1NCc1ccco1,13,1,-18,-3,-8,9,0.8,-6,12
COc1ccc2c(c1)C(C)=CC(C)(C)N2C(=O)CNCc1ccc2c(c1)OCO2,-7,17,35,0,19,3,0.6,-5,-21
COCc1[nH]nc2c1C(c1ccccc1Cl)C(C#N)=C(N)O2 (configuration not stated),5,0,10,3,-10,-6,0.9,-14,-36
COc1ccccc1CNC(=O)Nc1cccs1,1,5,-18,-12,19,15,-2.6,-6,13

# A draw from above in order of molecular weight, rising:
SMILES,FXIa mix inh,FXIIa mix inh,DUSP1 inh,Hsp90 block,CatL block,Cathepsin G inh,5HT1a ag,Cdc25B block,C1s inh
Cc1cc2oc(=O)cc(C)c2c(=O)o1,-1,2,-7,-4,2,-17,-0.4,6,-15
CCCC(=O)CN1C(=O)C2(OCCO2)c2ccccc21,25,11,4,0,1,0,-1.1,-1,3
COCc1[nH]nc2c1C(c1ccccc1Cl)C(C#N)=C(N)O2 (configuration not stated),5,0,10,3,-10,-6,0.9,-14,-36
O=P(O)(CP(=O)(c1ccccc1)c1ccccc1)c1ccccc1,5,12,-6,0,7,7,-2.0,-1,-1
N#Cc1nc(-c2ccc(OCc3ccccc3)cc2)oc1NCc1ccco1,13,1,-18,-3,-8,9,0.8,-6,12
COc1ccc2c(c1)C(C)=CC(C)(C)N2C(=O)CNCc1ccc2c(c1)OCO2,-7,17,35,0,19,3,0.6,-5,-21

# New compounds follow:
SMILES,FXIa mix inh,FXIIa mix inh,DUSP1 inh,Hsp90 block,CatL block,Cathepsin G inh,5HT1a ag,Cdc25B block,C1s inh
CCOc1ccccc1OCC(O)CNC (configuration not stated),5,6,-3,4,x,8,-0.1,-2,6
CCCCOC(=O)CSC1=C(C#N)C(c2ccc3c(c2)OCO3)CC(=O)N1 (configuration not stated),x,x,-13,2,-8,x,-0.7,4,x
Cc1cc2ccccc2c(=O)n1CC(=O)NCC(=O)N(C)Cc1ccccc1,-1,14,14,x,-1,12,-0.7,-17,10
CCOc1ccc(S(=O)(=O)N(C)c2ccc(OCC(=O)OCc3c(C)noc3C)cc2)cc1,3,-16,25,-2,0,11,-1.9,-4,17
CCN(CC)c1ccc(NC(=O)C2CCCN(S(=O)(=O)c3cccnc3)C2)c(C)c1 (configuration not stated),-14,7,7,0,3,-15,-0.1,-7,-102
Clc1ccc2c(c1)CNc1c(ncnc1N1CCOCC1)O2,2,6,-9,0,4,5,-3.2,-1,-4
CCOc1ccccc1-c1cc(-c2ccc(OC)cc2)nc2c1c(=O)n(C)c(=O)n2C,3,1,34,3,5,10,1.1,24,11
CCCc1cc(=O)[nH]c(NCc2ccc(Cl)cc2)n1,-10,7,8,2,8,17,-2.2,-1,-2
CC(=O)Nc1nc2n(n1)C(c1ccc(Cl)cc1)C=C(C)N2 (configuration not stated),-1,4,7,0,-96,-4,0.2,-8,-19
CCC(=O)N1CCN=C1SCc1ccccc1Cl,5,2,13,-2,-1,-10,-1.7,-15,-73
CCC(=O)Oc1oc(-c2ccccc2)nc1C=Nc1ccccc1OC,x,x,-16,-2,5,x,-0.3,21,x
COc1ccc(OC)c2c(N)c(C#N)c(C(F)(F)C(F)(F)F)nc12,3,11,-19,-1,-8,-10,17,-3,-72
Fc1ccc(CN2CCSCC2)cc1Br,7,-2,0,1,-1,6,-4.9,-7,9
Nc1nnc(COc2ccc(Br)cc2Br)s1,4,-9,1,-2,x,9,-4.2,-10,13
COc1cccc(C2C(C(=O)c3cccs3)=C(O)C(=O)N2CCN(C)C)c1OC (configuration not stated),10,3,-3,-10,0,-27,-1.8,-2,-3
c1ccc(OCCn2cnc3ccccc32)cc1,6,8,-2,-2,-7,9,0.3,-12,6
c1ccc(-c2noc(-c3cccnc3)n2)nc1,1,0,-10,5,13,6,0.1,-11,-18
Cc1nc(CNS(=O)(=O)c2ccc3c(c2)CCCC3)cs1,9,-20,-1,-3,x,23,-1.6,-5,24
CC(C)(C)OC(=O)N1CCC[C@H]1C(=O)NCC1CCC(C(=O)O)CC1 (some centres not stated),0,7,-31,-2,x,6,-3.3,0,-2
O=S(=O)(c1cccs1)n1nnc2ccccc21,7,-8,3,-2,0,22,-3.5,-4,-3
COc1ccc(CNC(=O)C2CC=CCC2C(=O)O)cc1OC (configuration not stated),-4,1,-1,-6,20,0,-3.1,3,11
CCOC(=O)CNC(=O)CSc1nnnn1-c1cc(C)ccc1C,0,-1,-14,-1,-8,-7,1.4,-13,0
CCOC(=O)N1CCC(NC(=O)c2cccnc2SC)CC1,12,5,1,0,25,12,5.2,12,15
c1ccc(-c2csc3ncn4cnnc4c23)cc1,5,5,9,-3,6,-2,-1.6,-2,-2
COc1cccc(N2C(=O)C3CCCN3C2c2ccc(F)cc2)c1 (configuration not stated),5,6,8,-4,-5,18,-1.5,2,16
COc1cccc(-n2nnnc2SCC(=O)NCc2ccco2)c1,7,0,-14,-7,2,6,-3.1,8,2
CCCCNc1cc(NC(C)=O)cc2cc(OC)c(OC)cc12,-2,-3,23,30,8,10,-1.3,31,-17
COC(=O)c1cc(Oc2ccc(C(=O)OC)cc2N)cc(C(=O)OC)c1,8,-5,-1,-1,-7,-4,-0.4,5,-5

# Assay outcomes (PubChem BioAssay)
